From PubChem
KCNQ2 inh: KCNQ2 potassium channel inhibitors, primary screen, cell-based, CHO-K1, FluxOR thallium flux, B-score (AID 2156). 20 min; hits give low values. Potassium voltage-gated channel subfamily KQT member 2 (Rattus norvegicus), O88943. actives 1.1% (n = 310,000). B-score at 10 µM;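 active = fluorescence ratio B-score at most minus 3 library SDs, with starting brightness B-score within 2 library SDs, cut at about -5.5 in these data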
Target sequence (O88943 whole entry, looked up): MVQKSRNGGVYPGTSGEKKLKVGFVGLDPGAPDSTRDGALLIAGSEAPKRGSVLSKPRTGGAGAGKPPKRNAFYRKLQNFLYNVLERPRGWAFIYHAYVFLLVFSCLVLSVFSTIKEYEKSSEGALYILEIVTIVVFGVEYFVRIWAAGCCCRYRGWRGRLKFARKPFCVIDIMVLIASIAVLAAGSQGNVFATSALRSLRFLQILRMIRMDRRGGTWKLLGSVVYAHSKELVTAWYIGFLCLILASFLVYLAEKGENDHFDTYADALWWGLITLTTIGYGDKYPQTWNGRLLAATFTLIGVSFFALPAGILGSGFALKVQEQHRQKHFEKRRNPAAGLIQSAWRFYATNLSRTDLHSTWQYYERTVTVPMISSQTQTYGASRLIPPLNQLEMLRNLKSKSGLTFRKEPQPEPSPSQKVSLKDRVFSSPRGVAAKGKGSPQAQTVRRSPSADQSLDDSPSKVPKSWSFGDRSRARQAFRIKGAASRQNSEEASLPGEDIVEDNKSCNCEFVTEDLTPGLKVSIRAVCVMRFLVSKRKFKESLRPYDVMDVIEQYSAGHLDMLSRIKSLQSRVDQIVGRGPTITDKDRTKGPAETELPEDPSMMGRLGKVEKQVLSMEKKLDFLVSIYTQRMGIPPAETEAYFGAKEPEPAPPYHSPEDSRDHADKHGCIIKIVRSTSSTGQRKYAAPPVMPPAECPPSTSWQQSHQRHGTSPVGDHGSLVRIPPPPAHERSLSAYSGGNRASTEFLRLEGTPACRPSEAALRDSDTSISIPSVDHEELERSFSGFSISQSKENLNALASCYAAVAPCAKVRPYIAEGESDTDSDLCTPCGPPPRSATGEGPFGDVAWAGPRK
CHT block: inhibitors of human choline transporter CHT; CHT-expressing cells, membrane potential dye, choline response; hits give low values; B-score at 10 µM; actives 0.86% (n = 310,000);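 active = B-score over 3 SD under the library average, and starting fluorescence ratio not unusually high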;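 also: choline stimulus applied at its EC90 after an EC20 pre-addition; B-score computed on integrated fluorescence ratio after choline addition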
Starred values were filed as active, the others as inactive; i = inactive.

The first 2 records as a preview:
Values run as follows: KCNQ2 inh | CHT block
CCc1cccc(NC(=O)CS(=O)Cc2nc(-c3ccc(C)cc3)oc2C)c1 (configuration not stated)
    i | i
CN(C)c1ccc(NC(=O)CSCc2nc3c(nnn3Cc3ccc(F)cc3)c(=O)[nH]2)cc1
    i | i

The listing, repeating the preview:
Values run as follows: KCNQ2 inh | CHT block
CCc1cccc(NC(=O)CS(=O)Cc2nc(-c3ccc(C)cc3)oc2C)c1 (configuration not stated)
    i | i
CN(C)c1ccc(NC(=O)CSCc2nc3c(nnn3Cc3ccc(F)cc3)c(=O)[nH]2)cc1
    i | i
CN(C(=O)CCNC(=O)N1CC(=O)Nc2ccccc21)C1CCCCC1
    i | i
COc1ccc(Cl)cc1NC(=S)NCc1ccccn1
    i | i
COc1ccc(NC(=O)CCC(=O)OC(C(=O)c2ccccc2)c2ccccc2)cc1 (configuration not stated)
    i | i
COc1cc(C(=O)NNC(=S)NC(=O)c2ccc(Cl)cc2)cc(OC)c1OC
    i | i
CCC(C)NC(=O)/C(=C/c1ccco1)c1ccccc1 (configuration not stated)
    i | i
COc1ccccc1NC(=O)CN1CCN(CC(=O)Nc2cc(NC(C)=O)ccc2OC)CC1
    i | i
COc1ccc(N(CC(=O)Nc2c(C)n(C)n(-c3ccccc3)c2=O)S(=O)(=O)c2ccc(F)cc2)cc1
    i | i
CCN(CC)S(=O)(=O)c1ccc(C(=O)OCC(=O)N2CCN(C(=O)c3ccco3)CC2)cc1
    i | i
O=C(NCC1CCCO1)c1coc2nc3ccccc3nc12 (configuration not stated)
    i | i
CCOCc1cc(C2NC(=O)NC(C)=C2C(=O)OCC)ccc1OC (configuration not stated)
    i | i
O=C(OCC(=O)N1CCc2ccccc2C1)c1cccs1
    i | i
N/C(Cn1cncn1)=N\NC(=O)C(=O)Nc1cccc(C(F)(F)F)c1
    i | i
CCc1ccc2c(c1)C(c1ccc([N+](=O)[O-])cc1)=NNC(c1ccc(C)cc1)=N2
    i | i
O=C(NC1CC1)C1=C[C@@H](C2CC2)C[C@@H](OCCCCO)O1
    i | i
Cc1nc(-c2ccncc2)nc(NCCNc2ncccc2C(F)(F)F)c1Cl
    i | i
CCn1cc(C(=O)NCC(=O)NC(C)(C)CO)c(=O)c2cc3c(cc21)OCO3
    i | i
CCN(CC)S(=O)(=O)c1cc(C(=O)OCC(=O)NC(=O)c2cccn2C)ccc1C
    i | i
Cc1ccccc1Cn1ccc(NC(=O)c2cnn3cccnc23)n1
    i | i
CCOC(=O)C1=C(N)OC2=C(C(=O)CC(C)(C)C2)C1c1ccco1 (configuration not stated)
    i | i
CCCN1C2CCCC1CC(NC(=O)c1cc(OC)cc(OC)c1)C2 (configuration not stated)
    i | i
CCCC(=O)N(Cc1cc(=O)[nH]c2ccccc12)c1ccc(C)cc1C
    i | i
O=C(NCc1ccc(F)cc1)c1ccc(CS(=O)Cc2ccccc2Cl)o1 (configuration not stated)
    i | i
CC(C)(C)c1ccc(OCCCNC2CCCC2)cc1
    i | i
CN(C)CC/C=C1\c2cc(F)ccc2CSc2ccccc21
    i | i
N/C(=N\OC(=O)c1ccc(Br)o1)c1ccccn1
    i | i
C#CCOCCOCCOCCNc1nc(N2CCOCC2)nc(N2CCN(C(=O)[C@H](Cc3cc4ccccc4[nH]3)n3cc([C@@H](N)Cc4ccc(O)cc4)nn3)CC2)n1
    i | i
O=C(Cn1cc(/C=N/NC(=O)c2cccc3ccccc23)c2ccccc21)Nc1ccc(F)cc1
    i | i
CC(C)CN(C(=O)c1ccc(-n2cncn2)c([N+](=O)[O-])c1)C1CCS(=O)(=O)C1 (configuration not stated)
    i | i

A different layout for some results above:
SMILES	KCNQ2 inh	CHT block
N/C(Cn1cncn1)=N\NC(=O)C(=O)Nc1cccc(C(F)(F)F)c1	i	i
CCc1ccc2c(c1)C(c1ccc([N+](=O)[O-])cc1)=NNC(c1ccc(C)cc1)=N2	i	i
O=C(NC1CC1)C1=C[C@@H](C2CC2)C[C@@H](OCCCCO)O1	i	i
Cc1nc(-c2ccncc2)nc(NCCNc2ncccc2C(F)(F)F)c1Cl	i	i
CCn1cc(C(=O)NCC(=O)NC(C)(C)CO)c(=O)c2cc3c(cc21)OCO3	i	i

Next section.
Values run as follows: KCNQ2 inh | CHT block
CCOC(=O)c1c(NC(=O)CN2CCCc3ccccc32)sc(C(C)=O)c1C
    i | i
CCCOc1ccc2oc(=O)c3c(c2c1)CCCN3C(=O)CN1CCCC(C(=O)OCC)C1 (configuration not stated)
    i | i
c1ccc2sc(SCc3ccc(-c4nnco4)cc3)nc2c1
    -7.1* | i
COc1ccc(Cl)cc1NC(=O)C[n+]1cccc(C)c1
    i | -8.1*
O=C(Cc1ccccc1)NN1C(=O)C2C(C1=O)C1C=CC2C12CC2 (configuration not stated)
    i | i
O=C(Cc1ccccc1)Nc1c(C(=O)N2CCOCC2)cnn1-c1ccccc1
    i | i
O=C(NNC(=O)C1CC1)c1cc(Cl)nc2ccccc12
    i | i
Cc1ccc(NC(=S)NNC(=O)c2ccccc2O)c(C)c1
    i | -8.2*
COc1ccc(C(=O)NC(C(=O)NCc2ccccn2)C(C)C)cc1 (configuration not stated)
    i | i
COCc1nc(-c2ccc(-c3ccc(OC)cc3)nc2OC)no1
    i | i
COc1ccc2ccccc2c1/C=N/NC(=O)c1cccc([N+](=O)[O-])c1
    i | i
Cc1nnc(NC(=O)CSc2nnc(CC(=O)Nc3ccccc3C)n2C)s1
    i | i
CCOC(=O)N1CCC(N2C(=O)c3ccccc3C2Nc2ccc(S(=O)(=O)N(CC)CC)cc2)CC1 (configuration not stated)
    i | i
O=C(NCCCl)Nc1ccc(Cl)c([N+](=O)[O-])c1
    i | i
CC(=O)Oc1ccc(C(=O)Nc2ccc3c(c2)C(=O)N(CCC(=O)O)C3=O)cc1
    i | i
CCOc1cc(C(N)=O)cc(Cl)c1OCC
    i | i
COc1ccc(-c2csc(N(Cc3ccco3)C(=O)c3cccs3)n2)cc1
    -6* | i
COC(=O)C(C)Sc1nc2c([nH]c3ccccc32)c(=O)n1C (configuration not stated)
    i | i
CC1(C)CC(NC(=O)c2cc(S(=O)(=O)N3CCOCC3)c(Cl)cc2Cl)CC(C)(C)N1
    i | i
O=C(CCC1CC(=O)Nc2ccccc21)NCc1ccc(F)cc1 (configuration not stated)
    i | i
O=C(/C=C/c1ccc(S(=O)(=O)N2CCOCC2)cc1)N(CCO)Cc1ccccc1
    i | i
Cc1onc(-c2ccccc2)c1C(=O)OCC(=O)N(CC(C)C)c1c(N)n(Cc2ccccc2)c(=O)[nH]c1=O
    i | i
CCOC(=O)c1c(-c2ccc(C)o2)csc1NC(=O)CN(C)CC(=O)Nc1ccc(C)cc1
    i | i
CCn1cc(C(=O)NCC(OC)OC)c(=O)c2cc(S(=O)(=O)N3CCCC3)ccc21
    i | i
Cc1cccc(C)c1OCC(=O)N1CCc2ccccc2C1
    i | i
CCOC(=O)C1C2C=CC3(CN(Cc4ccco4)C(=O)C13)O2 (configuration not stated)
    i | i
COc1ccc(NC(=O)N2CCCC2C(=O)NCc2ccccc2Cl)cc1 (configuration not stated)
    i | i
CCCC(c1nnnn1CCc1ccccc1)N1CCC(C(N)=O)CC1 (configuration not stated)
    i | i
Cc1cccn2c(=O)c(/C=C(\C#N)C(=O)NC3CCS(=O)(=O)C3)c(N3CCC(C(N)=O)CC3)nc12 (configuration not stated)
    i | i
Cc1ccc(Sc2ccc(N)cc2C#N)cc1
    i | i
Cc1cccc(NC(=O)c2ccc3nc(N4CCOCC4)sc3c2)c1C
    i | i
Cc1nc2oc3ccccc3c(=O)c2c(=O)n1Cc1ccccc1
    i | i
CCOC(=O)C1=C(COC(=O)COc2ccccc2OCC)NC(=O)NC1C (configuration not stated)
    i | i
COc1ccc(NC(=O)N[C@@H](Cc2ccccc2)C(=O)NN)cc1
    i | i
Cc1ccc(S(=O)(=O)N2CCN(C(=O)c3ccccc3OCc3c(C)noc3C)CC2)cc1C
    i | i
C=C(C)CNC(=S)N/N=C(\C)c1ccc(Cl)s1
    i | i
Nc1c(Br)c(=O)[nH]c(=O)n1-c1ccccc1
    i | i
O=c1[nH]nc(SCc2cc(Cl)ccc2Cl)c(=O)[nH]1
    i | i
CN(C)Cc1cnc2ccc(Cl)cn12
    i | i
COc1ccc(S(=O)(=O)N2CCC(C(=O)NCc3ccccn3)CC2)cc1Cl
    i | i
Cc1ccc(NC(=O)CN(C)S(=O)(=O)c2cccs2)cc1C
    i | i
COc1ccccc1-c1nnc(SCC(=O)Nc2ccc(S(N)(=O)=O)cc2)n1N
    i | i
COc1ccc(N/C(=N\c2nc(C)cc(C)n2)NC(=O)C(C)C)cc1OC
    i | i
COc1cccc(-c2nc(Cc3ccc(OC)c(OC)c3)no2)c1
    i | i
CCOc1ncccc1C(=O)OCc1c(Cl)cccc1Cl
    i | i
Cc1ccc(S(=O)(=O)N(C)c2nc3ccccc3[nH]c2=S)cc1
    i | i
Cc1cc(NC(=O)C2C3C(=O)N(c4cccnc4)C(C(=O)NC(C)(C)C)C34C=CC2(C)O4)no1 (configuration not stated)
    i | i
COc1ccccc1N1CCN(C(=O)Cn2nnc(-c3cccs3)n2)CC1
    i | i
Cc1ccc(OCCOc2ccc(Cl)cc2Cl)c([N+](=O)[O-])n1
    i | i
CSC1=NCCN1C(=O)c1c(F)cccc1F
    i | i
C=CCN1C(=O)/C(=C\c2cccc(OC(=O)c3ccco3)c2)SC1=S
    i | i
Cc1onc(-c2ccccc2Cl)c1C(=O)Nc1cccc(S(=O)(=O)NC2=NCCC2)c1
    i | i
Nc1nnc(-c2cc3ccccc3oc2=O)s1
    i | i
COc1ccc(C(=O)c2coc3ccc(OC(C)=O)cc23)cc1
    i | i
CSc1nc(SCC(=O)O)c2c3c(sc2n1)COC(C)(C)C3
    i | i
Cc1cc(C)n(CC(=O)c2ccc(Cl)cc2)n1
    i | i
CC(C)Sc1oc(-c2ccco2)nc1S(=O)(=O)c1ccccc1
    i | i
CC(C)c1ccc(NC2CCCN(C(=O)CCCn3cncn3)C2)cc1 (configuration not stated)
    i | i
COc1cc(C(=O)NCCCNc2nc3c(C)cc(C)cc3cc2C#N)cc(OC)c1OC
    i | i
COCCCNC(=O)C1=CCN(S(=O)(=O)c2ccc(C)cc2)CC1
    i | i

Continuation.
Values run as follows: KCNQ2 inh | CHT block
O=C(NCc1ccccc1Cl)C1CCN(S(=O)(=O)N2CCCCCC2)CC1
    i | i
CC1CCC(NC(=O)Cn2ncc3ccccc32)CC1 (configuration not stated)
    i | i
O=C(NC1=NCCS1)c1cc(-c2cccc(Br)c2)nc2ccccc12
    i | i
CN(CCOc1ccccc1)C(=O)C1CCC(=O)N(CCc2ccc(Cl)cc2)C1 (configuration not stated)
    -7.8* | i
O=C(NN1CCN(Cc2ccccc2)CC1)c1ccc(N2CCOCC2)c([N+](=O)[O-])c1
    i | i
COCCNC(=O)CN(c1ccc(F)cc1)S(=O)(=O)c1ccc2c(c1)OCCO2
    i | i
O=C(O)CCCCCCCCc1cn(Cc2ccc(C(=O)c3ccccc3)cc2)nn1
    i | i
C=CCNS(=O)(=O)c1cc(S(=O)(=O)NCC=C)c(OC)cc1OC
    i | i
C/C=C\C=C/C(=O)Nc1cccc(C2=NOC3(C2)C[C@H](C(N)=O)N(C(=O)c2ccc(OC)cc2)C3)c1 (some centres not stated)
    i | i
CC(C)(C)NC(=O)C(c1cccs1)N(Cc1ccco1)C(=O)c1csnn1 (configuration not stated)
    i | i
CCOC(=O)CSC(CC)C(=O)Nc1nnc(CC)s1 (configuration not stated)
    i | i
CCOC(=O)c1c(C)n(C)c2ccc(OC)c(NC(=O)CN3CCC(C(=O)OCC)CC3)c12
    i | i
COc1ccc(NC(=O)CSc2nnc(CC(=O)Nc3ccc(F)cc3)n2C)cc1
    i | i
Cc1cc(Nc2cccc([N+](=O)[O-])c2)c2ccccc2n1
    i | i
Nn1c(COc2cccc(Br)c2)nnc1SCC(=O)N1CCc2ccccc2C1
    i | i
O=C(c1ccc2ccccc2c1)c1c[nH]cc1-c1ccccc1
    i | i
Cc1cc(C)cc(OCC(=O)NNC(=S)NC(=O)C2CC2)c1
    i | i
CN(Cc1ccccc1)C(=O)COC(=O)C1CCN(S(=O)(=O)c2ccc(Cl)c(C(F)(F)F)c2)CC1
    i | i
COc1ccc(N(Cc2cc3ccccc3[nH]c2=O)S(=O)(=O)c2ccc(C)cc2)cc1
    i | i
Cc1nn(Cc2noc(C(=O)NCCCn3ccnc3)n2)c(C)c1Br
    i | i
O=S(=O)(c1ccccc1)N1CCc2ccccc21
    i | i
Cc1cc(=O)oc2c(C)c(OCC(=O)Nc3cccnc3)ccc12
    i | i
COC(=O)C(=O)C/C(=N/Nc1ncnc2ccccc12)c1ccc(Cl)cc1
    i | i
CCc1ccc(CCC(=O)Nc2sc(C)c(C)c2C(=O)OC)o1
    i | i
Cc1ccc(S(=O)(=O)N2CCCN(S(=O)(=O)c3ccc(C)c(C)c3)CC2)cc1C
    i | i
COc1ccc(C=C(c2ccc(OC)cc2)c2ccc(OC)cc2)cc1
    i | i
Cc1noc(C)c1CSCC(=O)Nc1nnc(CC(C)C)s1
    i | i
Cc1ccccc1OCC(=O)O/N=C(\N)Cc1cccs1
    i | i
CC(=O)Nc1cccc(NC(=S)Nc2ccc(F)cc2F)c1
    i | i
N#Cc1c(Cl)nc(-c2cccnc2)nc1-c1ccccc1
    i | i
Cc1cccc(C(=O)NCCNC(=O)c2ccccn2)c1
    i | i
NS(=O)(=O)c1ccc(CCNC(=O)CNC(=O)c2ccccc2F)cc1
    i | i
